IDE cell activ – human IDE activators in live cells, primary screen, fluorescence polarization, HEK cells, FAbeta-B substrate | Insulin-degrading enzyme (Homo sapiens), P14735 | FAbeta-B cleavage; 0% vehicle, 100% cell-free pure enzyme wells | activation, % at 5.96 µM | hit rate 0.073% among 340,000 | AID 493087, 2011;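 active = activation above the mean of all tested compounds plus 3 SD, set per screening campaign, cut at about 17% in these data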
GalR3 antagonist – GalR3 antagonists in HEK293 cells, primary screen, cell-based, fluorescence readout. Galanin receptor type 3 (Homo sapiens), O60755. HEK293 GalR3-CNG cAMP membrane potential fluorescence; galR3 body fused to GalR1 C-terminus. inhibition, % at 3 µM. hit rate 0.44% among 360,000. AID 651719, 2012;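 active = inhibition above the screen-wide average plus 3 SD, cut at about 13% in these data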;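 also: forskolin and galanin both at EC90 stimulate the cells; cAMP rise reported by CNG channel membrane potential dye signal; 0% = forskolin plus galanin with DMSO and 100% = forskolin alone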
Target sequence (O60755 1-299 limits assumed): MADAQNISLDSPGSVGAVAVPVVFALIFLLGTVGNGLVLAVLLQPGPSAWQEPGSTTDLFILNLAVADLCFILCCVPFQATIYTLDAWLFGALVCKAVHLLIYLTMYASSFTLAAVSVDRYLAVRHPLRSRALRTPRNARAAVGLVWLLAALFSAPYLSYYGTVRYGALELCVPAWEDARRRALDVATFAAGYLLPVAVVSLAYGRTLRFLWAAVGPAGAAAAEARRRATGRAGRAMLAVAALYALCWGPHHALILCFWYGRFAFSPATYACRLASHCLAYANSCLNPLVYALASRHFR
CRFBP-R2 block – antagonists of CRF-BP/CRF-R2 complex, primary screen, cell-based, HEK293, calcium dye fluorescence, uHTS; AID 588475, 2011; inhibition, % at 11.8 µM; hit rate 0.59% among 350,000; CRF-induced calcium fluorescence;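 active = inhibition of the ligand-induced calcium signal above about 50% at the single tested concentration, limit read from the data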
* = called active by the depositor.

Each structure is followed by: IDE cell activ | GalR3 antagonist | CRFBP-R2 block
CC(C)c1ccc(S(=O)(=O)N2CCC(C(=O)NCc3ccco3)CC2)cc1
    5 | -1 | 11
CCN(CC)CCOc1ccc(C=NNc2nc3c([nH]2)c(=O)n(C)c(=O)n3C)cc1
    2 | -3 | -11
O=S(=O)(CCS(=O)(=O)c1ccccc1)c1ccccc1
    7 | 0 | 3
CCOc1ccccc1C(=O)N[C@H](C(=O)OCC(=O)Nc1nnc(-c2ccccc2)o1)C(C)C
    1 | -6 | 17
CCOC(=O)Cc1c[nH]c2ccc([N+](=O)[O-])cc12
    6 | -6 | 21
COC1=CC(=O)C(C2CC(=O)c3c(O)cc(O)cc3O2)=CC1=O (configuration not stated)
    -13 | -4 | 0
COc1cc(OC)c(OC)cc1/C=C/C(=O)OCC(=O)Nc1c(C)n(C)n(-c2ccccc2)c1=O
    1 | -3 | 16
CC1CC(C)(C)CC2(C1)NC(=O)N(CC(=O)N1CCN(S(=O)(=O)c3ccc(F)c(F)c3F)CC1)C2=O (configuration not stated)
    -1 | -2 | 0
OC(Cc1cccnc1)c1ccccc1 (configuration not stated)
    2 | 0 | 1
CCCNc1ncnc2c1cnn2C1CCCCO1 (configuration not stated)
    2 | -5 | 6
O=[N+]([O-])c1ccc(C=NNC(=S)NN=Cc2ccc([N+](=O)[O-])cc2)cc1
    -2 | -6 | 19
Cc1cccc(NC(=O)c2cccc([N+](=O)[O-])c2O)c1C
    3 | -7 | 59*
CCCn1cnc2c(SCc3ccc(Cl)cc3)nc(N)nc21
    -1 | 11 | -15
CC1=CC(=O)Nc2ccccc2S1
    2 | -1 | 10
CCOC(=O)C1C(C(=O)OC)=C(c2ccc(F)cc2)c2ccccc2N1S(=O)(=O)C(F)(F)F (configuration not stated)
    -3 | -8 | 6
Cc1cc2ncn(C3CC(O)C(CO)O3)c2cc1C (configuration not stated)
    2 | -3 | -12
COc1ccccc1OCCNC(=O)CN1C(=O)NC2(CCCC2)C1=O
    -1 | -2 | -5
O=[N+]([O-])c1ccc(CS(=O)c2ccccc2)cc1 (configuration not stated)
    0 | -5 | -8
Nc1nc(SCc2ccccc2)c2ncn(Cc3ccccc3)c2n1
    -5 | -8 | 1
CCOC(=O)Cc1cc(=O)[nH]n(-c2ccccc2)c1=O
    5 | 3 | -4

Random excerpt: 6 records from the list, in no set order.
Each structure is followed by: IDE cell activ | GalR3 antagonist | CRFBP-R2 block
CCN(CC)CCOc1ccc(C=NNc2nc3c([nH]2)c(=O)n(C)c(=O)n3C)cc1
    2 | -3 | -11
COc1cc(OC)c(OC)cc1/C=C/C(=O)OCC(=O)Nc1c(C)n(C)n(-c2ccccc2)c1=O
    1 | -3 | 16
Cc1cc2ncn(C3CC(O)C(CO)O3)c2cc1C (configuration not stated)
    2 | -3 | -12
CCOC(=O)Cc1c[nH]c2ccc([N+](=O)[O-])cc12
    6 | -6 | 21
O=[N+]([O-])c1ccc(C=NNC(=S)NN=Cc2ccc([N+](=O)[O-])cc2)cc1
    -2 | -6 | 19
CCOC(=O)Cc1cc(=O)[nH]n(-c2ccccc2)c1=O
    5 | 3 | -4

The listing continues:
Each structure is followed by: IDE cell activ | GalR3 antagonist | CRFBP-R2 block
CCOc1ccc(C(C)=O)cc1COC(=O)c1ccccc1C(=O)N(C)Cc1ccccc1
    4 | -5 | 7
CN(CC(=O)Nc1ccccc1Br)C(=O)c1cccc(S(=O)(=O)N2CCc3ccccc32)c1
    2 | -5 | -9
CN(CCc1ccccn1)c1ccccc1
    4 | -6 | 7
COc1ccc(Cl)cc1C=CC=Nc1ccc(S(N)(=O)=O)cc1
    0 | -1 | 8
CCCCn1c(N)c(N(CCOC)C(=O)COC(=O)CNC(=O)c2ccc(Cl)c(Cl)c2)c(=O)[nH]c1=O
    2 | -6 | -3
O=c1c2ccccc2oc2c1oc1ccccc12
    2 | -7 | -2
O=C1C=CC(c2ccccc2)(c2ccccc2)CC1
    -3 | 2 | 11
COc1cc2c(cc1OC)C(c1cc(OC)c(OC)c(OC)c1)C1(O)C(=O)OCC1(O)C2 (configuration not stated)
    3 | 4 | -1
COc1ccc(-c2cc(CCC(=O)N3CCN(c4cc(C)ccc4C)CC3)[nH]n2)cc1
    0 | -4 | 3
CCOc1ccc(S(=O)(=O)N2CCN(C(=O)Cc3n[nH]c(=O)c4ccccc34)CC2)cc1
    -3 | -4 | 1
COc1ccc(CCN(C)C(=O)CSc2nc3ccccc3c(=O)n2CC2CCCO2)cc1OC (configuration not stated)
    2 | -5 | 7
CN(CCc1ccccc1)C(=O)c1cccc(NC(=O)Cc2cccc(NC(=O)C3CCCN(C(=O)C4CCC4)C3)c2)c1 (configuration not stated)
    3 | -6 | 3
CCCCOCCO
    3 | 0 | 5
COc1ccc(NS(=O)(=O)c2cc(C(=O)N(C)CCc3ccccn3)ccc2Cl)cc1
    -3 | -4 | 0
O=c1[nH][nH]c2cc([N+](=O)[O-])ccc12
    4 | 2 | -4
O=C1Nc2ccc(Br)cc2/C1=N\N=C\C1=C(N2CCOCC2)C(=C/c2ccccc2)/CC1
    -5 | 0 | 11
CC[C@]12c3[nH]c4ccc(Cl)cc4c3CCN1C(=O)[C@@H](CC(=O)NCCCn1ccnc1)C[C@@H]2C(=O)N1CCN(C(=O)c2ccco2)CC1
    1 | 1 | -2
Oc1ccccc1CC=NC1CCCCC1
    -5 | -3 | 16
C/C(Sc1nnc(Cc2ccccc2)o1)=C(\O)c1ccccc1
    0 | -7 | 6
O=C(NC(C(=O)c1ccccc1)c1ccccc1)c1ccccc1 (configuration not stated)
    1 | 0 | 2

Later entries.
Each structure is followed by: IDE cell activ | GalR3 antagonist | CRFBP-R2 block
COC(=O)[C@@]1(C)[C@H]2C(=O)N(Cc3ccccc3)C(=O)[C@H]2[C@H]2CN=C(SCc3ccc(C#N)cc3)N21
    -1 | -4 | 1
COc1ccccc1-c1cccc([C@@H]2C[C@H]3[C@H](CON3C)CN2C(=O)CCc2ccccc2)c1
    2 | -7 | -10
Cc1noc(NS(=O)(=O)c2ccc(NC(=O)c3cc(S(=O)(=O)N(C)c4ccccc4)ccc3Cl)cc2)c1C
    -6 | -6 | 6
Nc1nc(=O)n(C2CC(O)C(CO)O2)cc1F (configuration not stated)
    -1 | -6 | 20
CCC(Oc1ccccc1)C(=O)N(CC)CC(=O)NCc1ccc(F)cc1 (configuration not stated)
    0 | -1 | 9
CCOC(=O)CCN(C(=S)Nc1ccccc1)C1CCCCC1
    7 | -6 | 6
Cc1c(C(N)=O)cc([N+](=O)[O-])cc1[N+](=O)[O-]
    7 | -1 | -5
CCCCCC1C(=O)N2C=C(c3ccccc3)c3ccccc3N2C1=O (configuration not stated)
    4 | -4 | 38
O=S(=O)(c1ccc(F)cc1)N1CCN(CC(O)COCc2ccccc2)CC1 (configuration not stated)
    2 | -6 | 4
COc1cccc2c(=O)c(C(=O)NCCc3ccccc3)c[nH]c12
    0 | -8 | 8
O=C1c2cc(Br)ccc2OC2C=CC=CC12 (configuration not stated)
    -4 | -8 | 18
Cc1cccc(NC(=O)CN2CCN(C(=O)CN3C(=O)NC4(CC(C)CC(C)(C)C4)C3=O)CC2)c1C (configuration not stated)
    1 | -3 | 2
COc1ccc(C(=O)OCC(=O)c2ccc(S(=O)(=O)N3CCCCC3)cc2)c(OC)c1
    1 | -1 | 10
O=C(COCc1ccccc1)N[C@@H]1c2ccccc2CC[C@H]1OCc1ccccc1
    1 | 1 | 1
COc1ccc(C(=O)Nc2ccccc2-c2nnn(CC(N)=O)n2)cc1
    1 | 5 | -21
O=S(=O)(O)c1ccc(Cl)c(Cl)c1
    -2 | -3 | 26
CC(C)(C)NCC(=Cc1ccccc1)C(=O)c1ccccc1
    2 | -1 | 8
COc1cc2c(c(OC)c1OC)C(c1ccc3c(c1)OCO3)CC(=O)O2 (configuration not stated)
    5 | -6 | 2
Cc1ccc(C)c(S(=O)(=O)N(C)c2ccc(OC(=O)C3CCN(C(=O)Nc4ccccc4)CC3)cc2)c1
    6 | -2 | 3
CC1NC(C)c2c(ccc3ccccc23)O1 (configuration not stated)
    2 | -7 | -14

Additional entries.
SMILES	IDE cell activ	GalR3 antagonist	CRFBP-R2 block
Cc1ccccc1-c1cccc([C@@H]2C[C@H]3[C@H](CON3C)CN2C)c1	1	-6	14
Cn1cnc2c(ncn2C2OC(CO)C(O)C2O)c1=S (configuration not stated)	5	-5	-14
O=C1COc2ccc(C(=O)COC(=O)c3nc(Cl)ccc3Cl)cc2N1	5	-1	-3
CCCCOc1c(Cl)cc(C(=O)N2CCN(CC(=O)N3CCCC3)CC2)cc1OCC	4	-4	6
CN(c1ccccc1)S(=O)(=O)c1ccc(Cl)c(C(=O)Nc2ccccc2N2CCOCC2)c1	2	-4	10
CC(Sc1nnc(N)s1)C(=O)Nc1ccc2c(c1)OCO2 (configuration not stated)	5	1	13
CC1(C)OC2OC3C(CNCCO)OC(c4ccccc4)OC3C2O1 (configuration not stated)	-3	-6	-10
O=C1NC(CCO)C(=O)NC1CCO (configuration not stated)	-2	-2	-11
C#CCN1C=CC(=O)[C@@H](OC(=O)Nc2ccccc2Br)[C@H]1c1ccccc1Br	1	-6	-4
O=C(CC(=O)c1ccncc1)c1ccccc1	4	-7	8
CCN(CC)C(=O)[C@H]1C[C@H](CC(=O)NCCCn2ccnc2)C(=O)N2CCc3c([nH]c4cc(CCC(=O)N(C)C)ccc34)[C@]12C	-1	-6	-1
Cc1ccccc1Oc1ccc2c(c1)[C@@H]1C[C@H](N(C)C(=O)c3ccc(C#N)cc3)[C@H]([C@H](C)O)C(=O)N1CC2	-6	-5	10

Following part
SMILES	IDE cell activ	GalR3 antagonist	CRFBP-R2 block
CCOc1ccc(NC(=O)c2ccc(NS(=O)(=O)c3cccc4cccnc34)cc2)cc1	5	-8	-18
CC(C)(C)OC(=O)N(CCc1ccccc1)Cc1ccc(OCc2cccc(NC(=O)C3CC3)c2)cc1	1	-7	-27
CCN(CC)C(=O)[C@H]1C[C@H](CC(=O)NCc2ccc(OC)c(OC)c2)C(=O)N2CCc3c([nH]c4ccc(Cl)cc34)[C@]12C	1	-5	0
O=C(CC1SC(N2CCCCC2)=NC1=O)Nc1cccc(C(=O)NCc2ccc(F)cc2)c1 (configuration not stated)	1	-2	9
O=C(C(Cl)Cl)N1CC2CCC(CC2)C1	-4	-5	5
CCN1C(=O)[C@H]2[C@H]3CN=C(SCc4ccc(C)cc4)N3[C@@](Cc3ccccc3)(C(=O)OC)[C@H]2C1=O	5	-5	-3
COc1cc(OC)cc(C(=O)NNC(=O)C(CCC(N)=O)NS(=O)(=O)c2ccc(Cl)cc2)c1 (configuration not stated)	-1	1	2
COc1cc(CN(C)C(=O)C(=O)c2c[nH]c3ccccc23)ccc1O	3	-7	-12
Nc1ccc(CCc2ccccn2)cc1	-3	0	15
CCN(Cc1ccccc1)S(=O)(=O)c1cc2c3c(c1)CCN3C(=O)CC2	-2	-1	-6
c1nc(SSc2ncnc3nc[nH]c23)c2[nH]cnc2n1	-24	-7	-31
C#CCN1C=CC(=O)[C@@H](OC(=O)Nc2ccc(Br)cc2)[C@H]1c1ccccc1Br	0	-7	-28

(next part)
SMILES	IDE cell activ	GalR3 antagonist	CRFBP-R2 block
Oc1ccccc1C=NN=Cc1c(O)ccc2ccccc12	3	-4	-116
O=C(C=CC(=O)OC1CCCCC1)OC1CCCCC1	4	0	-8
CC1(O)CC2CC1C(C(=O)O)C2C(=O)O (configuration not stated)	5	0	23
COc1cc(C2C(c3ccccc3)C(c3cc(OC)cc(=O)o3)C2c2ccccc2)oc(=O)c1 (configuration not stated)	-13	-2	7
O=C(O)c1cccc2c1-c1ccc([N+](=O)[O-])cc1C2=O	11	-7	10
O=S(=O)(c1ccc(NCCCO)nc1)N1CCOCC1	5	-5	0
COC(=O)C(C(=O)OC)C1C=CCN(C(C)=O)C1 (configuration not stated)	1	-1	3
COc1cc(OC)c2ccc(=O)oc2c1C(CCN1CCOCC1)c1ccc2c(c1)OCO2 (configuration not stated)	6	-4	76*
Cc1cc(Br)ccc1NC(=O)CNC(=O)CN(C)C1CCS(=O)(=O)C1 (configuration not stated)	-2	-4	3
CC(C)(C)c1ccc(C(=O)NCCC(=O)Nc2ccc(S(=O)(=O)Nc3nccs3)cc2)cc1	2	-4	1
c1ccc(-c2nnnn2-c2ccccn2)cc1	3	0	-13
Cc1ccc(C2=C(O)C(=O)C(c3ccc(C)cc3)=C(O)C2=O)cc1	7	-5	25

The list continues.
SMILES	IDE cell activ	GalR3 antagonist	CRFBP-R2 block
CCCCn1c(N)c(N(CC(C)C)C(=O)Cc2ccc(S(=O)(=O)N3CCOCC3)s2)c(=O)[nH]c1=O	-5	-2	-53
COC(=O)CC1(CC(N)=O)SCCS1	9	-6	26
CCS(=O)(=O)c1ccc(C=NNc2nc3ccccc3o2)cc1	-2	-6	-5
O=C(Cn1ccc(=O)[nH]c1=O)Nc1ccc(O)c([N+](=O)[O-])c1	5	6	-3
COc1ccc(OCC(=O)NNC(=O)Cn2c(=O)cnc3ccccc32)cc1	2	-2	1
O=C(Oc1ccccc1)c1ccccc1C(=O)Oc1ccccc1	-1	-2	9
COC(=O)c1ccc(C)cc1C1CN=NC12Cc1cc(C)ccc1C2=O (configuration not stated)	3	-6	28
CC[C@]12c3[nH]c4ccc(Cl)cc4c3CCN1C(=O)[C@@H](CC(=O)NCCC1=CCCCC1)C[C@@H]2C(=O)N1CCN(C(=O)c2ccco2)CC1	6	-7	5
CC[C@]12C(=O)N(C)C[C@H]([C@@H]3C(=O)N(Cc4ccccc4)C(=O)[C@@H]31)N2C(=O)c1ccc(Br)cc1	0	1	2

Compound activity: PubChem, several laboratories

These rows are one share of the data (hit frequency here may not be typical).
